NR2E3 ag-1 = agonists of human nuclear receptor NR2E3 | AID 2300 | Q9Y5X4 | inhibition of corepressor binding, % at 4.78 µM | GST-NR2E3/biotin-RetCOR TR-FRET, 1536-well | 0.12% of 320,000 active;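 active = percent inhibition above the cutoff of mean plus 3 SD of all tested compounds, set per screening campaign, cut at about 20% in these data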;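 note: 0% = DMSO wells and 100% = biotin wells as full block of FRET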
Target sequence (Q9Y5X4 whole entry, looked up): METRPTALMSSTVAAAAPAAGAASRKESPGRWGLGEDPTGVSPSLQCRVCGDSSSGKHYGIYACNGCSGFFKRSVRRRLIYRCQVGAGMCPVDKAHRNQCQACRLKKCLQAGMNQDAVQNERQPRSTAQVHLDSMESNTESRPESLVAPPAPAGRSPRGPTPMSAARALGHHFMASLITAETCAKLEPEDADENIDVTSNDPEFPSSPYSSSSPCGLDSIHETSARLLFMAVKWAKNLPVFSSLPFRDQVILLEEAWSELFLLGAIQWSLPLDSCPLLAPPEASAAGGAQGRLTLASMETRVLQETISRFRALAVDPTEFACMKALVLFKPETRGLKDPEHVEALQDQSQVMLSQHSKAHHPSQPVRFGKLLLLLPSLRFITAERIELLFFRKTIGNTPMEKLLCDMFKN
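system = GST-tagged NR2E3 plus biotinylated RetCOR corepressor | input = 1.35 nM GST-NR2E3 | also added = 7 nM biotin-RetCOR | schedule = 5 h incubation at 4 °C | measured by = TR-FRET with europium anti-GST and streptavidin-D2, 340 nm excitation | read-out = percent loss of FRET ratio relative to control wells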
NR2E3 ag-2 = agonists of human NR2E3 nuclear receptor; Q9Y5X4; CHO-S Gal4-NCOR/VP16-NR2E3 two-hybrid, luciferase; inhibition of corepressor binding, % at 3.98 µM; 0.35% of 360,000 active; AID 602229;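 active = inhibition above the mean of all tested compounds plus 3 SD, cut at about 70% in these data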;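 note: 0% = DMSO with NR2E3 transfected cells and 100% = cells lacking NR2E3 construct; higher means lower luciferase signal from less NR2E3 corepressor binding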
HIF-2a inh = HIF-2a inhibition; inhibition, % at 18.8 µM; 786-0 RCC cells HIF-2a reporter, luciferase luminescence, overnight; 0.72% of 360,000 active;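 active = inhibition of the luminescence signal of 40% or more relative to plate controls, in a single-dose primary screen at 18.75 µM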
MITF TRPM1 inh = MITF TRPM1 promoter inhibition in SK-MEL-5 cells | 0.83% of 330,000 active | inhibition, % at 12.5 µM | SK-MEL-5 TRPM1 promoter luciferase, 24 h | AID 488899;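 active = mean inhibition across replicates of 60% or more, whatever share of single replicates reaches that level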; note: values of inactives mirror those of a sister screen read the other way
Granule exo inh = lytic granule exocytosis inhibition; TALL-104 LAMP-1 surface exposure, flow cytometry; cells stimulated with thapsigargin and PMA; inhibition, % at 10 µM; 0.66% of 360,000 active; AID 651702;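 active = inhibition above about 55%, limit read from the data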
iPSC survival up = enhancers of human iPSC single-cell survival; hiPSC single-cell survival, ATPlite luminescence; 100% = ROCK inhibitor wells, 0% = DMSO; survival enhancement, % at 20 µM; 0.044% of 360,000 active; in the data active = survival enhancement above about 18%;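 note: cells exposed to compounds for 16 hours before the ATP read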
aDG glyco up = alpha-DG glycosylation activation. Pro5-aDG cells, alpha-DG glycosylation AlphaScreen (IIH6); 0% Pro5, 100% B10-LARGE cell signal. 0.22% of 360,000 active. activation, % at 10 µM;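 active = activation of at least 8% versus controls, or a plate z-score of at least 8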;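 note: Pro5 are CHO cells carrying HIG-tagged alpha-DG that lacks glycosylation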
Vif imaging = HIV Vif inhibition. HEK293T cells, Vif self-association by quenched fluorescence, imaging, 24 h. inhibition, % at 7.49 µM. 0.35% of 340,000 active; in the data active = inhibition above about 50%, passing the limit was not always enough; note: some results filed as inactive read as strong as hits
CaV13 ICDI inh = Disruptors of the CACNA1D IQ motif to Ca2+-dependent inactivation inhibitor domain association, primary screening, Förster resonance energy transfer in intact living …; HEK cells, CFP/YFP FRET ICDI-IQ, plate reader, 10 min; percent FRET-ratio fall versus neutral wells; inhibition, % at 12.3 µM; 0.098% of 340,000 active;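 active = mean replicate inhibition of at least 30% and at least 1% of replicates passing that level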;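 note: 0% = median of the neutral control wells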
Peg3 prom inh = reduces Peg3 promoter-driven luciferase expression in HeLa. HeLa PEG-Prom luciferase reporter, luminescence, overnight. inhibition, % at 20 µM. 1.7% of 360,000 active. AID 588405;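 active = inhibition of at least 50% at 20 µM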
PDI turbidity = blocks human protein disulfide isomerase activity | 0.052% of 350,000 active | P07237 | PDI insulin aggregation turbidity, A650, 90 min | inhibition, % at 10 µM;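 active = mean inhibition across replicates of 30% or more, whatever share of single replicates reach that level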;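 note: absorbance from insulin aggregation driven by PDI reduction with DTT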
Target sequence (P07237 whole entry, looked up): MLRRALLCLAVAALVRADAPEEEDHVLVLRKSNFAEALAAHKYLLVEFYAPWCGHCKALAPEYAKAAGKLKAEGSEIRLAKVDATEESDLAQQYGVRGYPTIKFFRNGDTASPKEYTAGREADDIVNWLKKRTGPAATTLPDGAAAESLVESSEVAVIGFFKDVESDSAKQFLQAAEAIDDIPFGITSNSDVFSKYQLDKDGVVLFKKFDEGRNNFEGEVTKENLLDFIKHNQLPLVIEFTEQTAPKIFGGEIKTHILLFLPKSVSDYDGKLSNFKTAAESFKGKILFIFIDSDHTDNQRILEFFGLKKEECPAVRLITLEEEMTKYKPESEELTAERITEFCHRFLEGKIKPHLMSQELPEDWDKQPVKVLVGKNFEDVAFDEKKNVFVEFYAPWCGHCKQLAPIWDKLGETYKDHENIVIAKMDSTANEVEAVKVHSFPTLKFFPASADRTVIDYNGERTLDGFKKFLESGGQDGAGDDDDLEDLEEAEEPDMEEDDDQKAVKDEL
Starred values were filed as active, the others as inactive; / = not tested or not shown.

SMILES	NR2E3 ag-1	NR2E3 ag-2	HIF-2a inh	MITF TRPM1 inh	Granule exo inh	iPSC survival up	aDG glyco up	Vif imaging	CaV13 ICDI inh	Peg3 prom inh	PDI turbidity
CCCCC[C@@H](/C=C/C1C(=O)C=C[C@H]1C/C=C\CCCC(=O)OC)OC(C)=O (stereo partly specified)	/	-7	10	68*	15	-0.8	0.0	/	-7	81*	8
COc1ccccc1NC(=O)c1cc(N)cc(C(=O)Nc2ccccc2OC)c1	2	-11	-3	-3	4	-0.8	0.1	5	-20	11	-1
COc1ccc(C(C(=O)NC2CCCCC2)N(C(=O)Cc2c[nH]c3ccccc23)c2ccccc2C)cc1OC (stereo unspecified)	1	10	8	-7	-4	-0.7	0.2	-5	/	-43	0
COc1ccc(S(=O)(=O)N2CCCCC2)cc1NC(=O)c1c(F)cccc1Cl	/	-5	-4	3	2	-0.4	0.0	-3	-6	20	2
CCNC(=O)C1(C)CCCN(Cc2ccc(-n3ccnc3)cc2)C1 (stereo unspecified)	/	-30	3	/	-4	-0.6	-0.2	10	-7	-6	-4
CC1CCCCC1NC(=O)CNC(=O)c1cccs1 (stereo unspecified)	-1	-20	1	0	-2	0.4	-0.4	-7	-2	-16	4
Cc1ccccc1NS(=O)(=O)c1ccc(C(=O)NCC(c2ccco2)N2CCCCC2)cc1 (stereo unspecified)	4	17	11	8	6	-0.2	0.6	-8	-6	5	-2
CC(C)c1ccc(NC2CCCN(C(=O)c3ccco3)C2)cc1 (stereo unspecified)	-2	22	-55	-9	10	-0.4	0.2	18	-2	-42	-1
Cc1[nH]c2c(Br)cccc2c1[C@H]1[C@@H](CC#N)C1(C)C	2	2	27	-2	-2	1.8	0.0	/	-4	37	-7
COc1cc(/C=N/n2c(-c3n[nH]c4c3CCC4)n[nH]c2=S)cc(OC)c1O	-1	-9	15	-4	-8	-0.6	-0.1	-1	2	7	0
CSc1ncnc2c1ncn2CCCNCCCN1CCCC1=O	/	-3	10	/	-2	9.0	-0.1	/	-3	-2	2
O=C(/C=C/NNC(=O)c1ccc(Cl)cc1)c1ccccc1	-2	-55	-19	20	-3	-0.1	4.9	14	-5	-2	4
COc1ccc(S(=O)(=O)Nc2nccs2)cc1OC	-1	-16	19	4	-2	-0.4	-0.1	8	-6	8	-1
Cc1cc(NS(=O)(=O)c2ccc(NC(=O)/C=C/c3ccc(Br)cc3)cc2)no1	3	-9	9	2	1	0.4	-0.1	-3	-7	18	-5
CC(=O)c1ccc(OCCCC(=O)n2nnc3ccccc32)cc1	3	-6	7	7	12	0.9	-0.1	/	-4	7	5
CCn1nc(C(=O)N2CCN(Cc3nc4ccccc4s3)CC2)c2ccccc2c1=O	5	-27	-198	-34	-3	-1.6	-0.5	1	-4	11	1
CN1CCN(C(=O)CNC(=O)c2cccs2)CC1	/	-11	-27	13	0	-0.8	-0.1	-3	-5	-187	-2
CCOC(=O)c1[nH]c2ccc(OCC)cc2c1CCCN1C(=O)c2ccccc2C1=O	0	16	15	-1	8	1.5	-0.2	-14	-4	2	-2
COc1ccc(OC)c(-c2cn(S(=O)(=O)c3ccccc3)nc2N)c1	-3	-1	11	-3	0	-4.5	-0.1	-18	-5	16	-3
NC(=O)C1(N2CCCCC2)CCN(Cc2nc3ccccc3c(=O)[nH]2)CC1	-2	-20	1	18	0	-2.0	-0.1	19	/	7	13
COc1cc(-c2nnc(-c3cc(OC)c(OC)c(OC)c3)o2)cc(OC)c1OC	2	-25	27	7	-2	-2.1	-0.2	-1	-1	12	6
CC1Cc2ccccc2N1S(=O)(=O)c1cccc2nsnc12 (stereo unspecified)	5	9	22	3	-1	-2.0	0.0	5	-5	22	7
c1nc(N2CCCC2)c2[nH]cnc2n1	0	7	13	8	-1	2.0	-0.2	-7	-9	12	-1
O=C(Cn1cnc2c(nnn2Cc2ccc(F)cc2)c1=O)NCc1ccccc1	2	-27	9	4	-2	0.3	0.1	15	0	12	1
CN(C)c1ccc(C(=O)NCCCSc2ccccc2)cc1	0	-8	-30	-6	-6	-0.3	0.0	/	/	-50	-7
Next part
SMILES	NR2E3 ag-1	NR2E3 ag-2	HIF-2a inh	MITF TRPM1 inh	Granule exo inh	iPSC survival up	aDG glyco up	Vif imaging	CaV13 ICDI inh	Peg3 prom inh	PDI turbidity
CCCC(CCC(=O)Nc1cccc([N+](=O)[O-])c1)C(=O)O (stereo unspecified)	-2	-9	16	-10	0	0.0	1.2	1	2	6	-8
CN1CCn2cnc(C(=O)Nc3ccc(CNC(=O)OC(C)(C)C)cc3)c2C1=O	/	12	12	/	-1	-1.1	-0.2	13	-6	20	-1
COc1ccc(-n2c(=O)c(NC(=O)c3ccccc3)c3n(c2=S)CCCCC3)cc1	-1	-19	5	1	2	-0.1	0.5	0	-2	-10	-5
CSCC[C@H](NS(=O)(=O)c1ccc(C(C)=O)cc1)c1nnc2ccccn12	3	-3	-1	5	2	-0.2	-0.1	0	-4	9	6
C[C@H]1CNC(=O)c2c(C(=O)Nc3ccc(CNC(=O)OC(C)(C)C)cc3)ncn21	/	-1	-8	/	0	9.1	0.6	-2	-5	42	-4
NS(=O)(=O)c1ccc(NC(=O)CSc2ncnc3ccccc23)cc1	3	-37	22	23	-4	-2.2	-0.1	-2	5	20	0
O=c1c(-c2ccc(Cl)cc2)coc2c(CN3CCOCC3)c(O)ccc12	1	-60	-61	-19	-2	0.4	0.2	-4	/	-28	5
COc1cc2ccccc2cc1C(=O)OCC(=O)NC1CCS(=O)(=O)C1 (stereo unspecified)	-1	9	12	0	0	-0.1	0.5	7	-1	4	3
CC(C)C(=O)Nc1c(C(=O)N2CCN(c3ncccn3)CC2)oc2ccccc12	-1	14	-17	-16	13	0.3	-0.1	-7	-5	-9	13
Cc1ccc(N/C=C/C(=O)c2ccccc2)cc1Br	-2	-119	-175	-34	4	-0.3	-0.2	-3	-4	-246	9
COc1ccc(OC)c(-c2csc(NC(=O)c3ccc(F)cc3)n2)c1	3	-30	-102	6	80*	-0.8	-0.1	-11	0	-41	3
CC(=O)c1sc(=S)n(Cc2ccccc2)c1C	/	-20	24	7	35	-0.7	0.1	-4	-4	12	3
CCNC(=O)C1(c2ccccc2)CCCC1	3	3	18	4	2	-2.5	-0.5	0	-3	20	-4
CCN(CC)S(=O)(=O)c1ccc(O)c(NC(=O)c2cc(-c3cc(OC)c(OC)c(OC)c3)nc3ccccc23)c1	3	-11	16	7	-4	0.2	-0.4	-21	/	47	1
CCOC(=O)N1C2C=C(C)[C@@H]2[C@@H]2CC(=O)N21 (stereo partly specified)	0	27	12	-3	-1	3.0	-0.3	-4	-5	3	-3
O=C(Nc1ccc(Br)cc1)N1CCCCC1	0	-52	-198	-50	-2	0.8	0.2	-4	-7	-116	-3
Cc1ccc(S(=O)(=O)NCCSCc2ccccc2)cc1	5	10	12	11	2	-1.9	1.6	/	-5	3	-19
O=C(Nc1ccc(Cc2ccncc2)cc1)c1cc(F)c(F)cc1Cl	-1	-13	3	0	0	-0.5	-0.2	6	-2	-5	-1
O=C(CSc1nnc(-c2ccccc2)o1)N1CCN(c2ccccc2)CC1	4	1	-10	4	-1	0.8	-0.1	5	-6	24	-6
CCOC(=O)CN1C(=O)NC2NC(=O)NC21 (stereo unspecified)	6	-8	1	-1	-1	1.2	-0.2	0	-5	12	8
O=C(COC(=O)c1cccc(S(=O)(=O)Nc2ccc(F)cc2)c1)NCCN1C(=O)CSC1=O	3	-1	6	14	-7	0.6	0.1	0	-14	21	-3
COC(=O)C[C@H]1c2cc(C(F)(F)F)ccc2S(=O)(=O)N1C(C)(C)C	-3	18	-11	-5	-7	-1.1	0.2	1	-10	-9	-8
O=c1cc(C(F)(F)F)nc(SCc2cccnc2)[nH]1	0	-25	9	6	5	-0.5	0.0	-3	/	6	0
CC(=O)Nc1cccc(OC(=O)COc2ccc(Br)cc2)c1	5	6	20	9	-1	-0.1	0.1	-1	-15	-2	0
O=C(O)/C=C/C(=O)NNc1ccc([N+](=O)[O-])cc1	5	-28	-2	-7	1	1.3	0.0	11	-15	21	-2
Other structures:
SMILES	NR2E3 ag-1	NR2E3 ag-2	HIF-2a inh	MITF TRPM1 inh	Granule exo inh	iPSC survival up	aDG glyco up	Vif imaging	CaV13 ICDI inh	Peg3 prom inh	PDI turbidity
Cc1ccccc1NC(=S)N1CCCC(c2nc3ccccc3[nH]2)C1 (stereo unspecified)	-2	1	17	3	-4	0.4	0.3	-1	-3	7	-6
COC(=O)c1ccc(C(=O)N(C)C2CCCN(Cc3ccccc3F)C2)cc1 (stereo unspecified)	2	-13	18	5	2	0.9	-0.1	5	-4	11	-6
COCCn1c(N)c(N(Cc2ccccc2)C(=O)COc2ccccc2F)c(=O)[nH]c1=O	1	22	15	-3	4	0.4	-0.1	-1	-2	6	9
CC1CCN(C(=O)COc2coc(CN3CCc4ccccc43)cc2=O)CC1	-1	24	13	9	-4	-0.3	0.2	13	-4	16	-9
Cc1onc(C(=O)N2CCOCC2)c1[N+](=O)[O-]	4	-15	16	-1	-2	-0.2	-0.1	11	-2	0	1
COc1ccc(N2CCN(C(=O)CNC(=O)Cc3ccccc3)CC2)cc1	-3	28	14	-1	0	-0.3	1.2	-1	-6	18	-1
OC[C@H]1O[C@H](OC[C@H]2OC(O)[C@H](O)[C@@H](O)[C@@H]2O)[C@H](O)[C@@H](O)[C@@H]1O (stereo partly specified)	5	-22	-3	2	1	-2.2	-0.2	-1	-5	-8	1
Cn1cc(S(=O)(=O)N2CCN(Cc3ccccc3)CC2)c(=O)n(C)c1=O	2	30	14	/	-3	4.4	1.1	26	-3	5	/
COc1cc(/C=N/NC(=O)COc2cc(C)cc(C)c2)ccc1OS(=O)(=O)c1ccc(C)cc1	-1	-18	4	19	0	-1.2	0.7	-17	-4	20	0
O=C1CSC(c2ccc(F)c(F)c2)N1c1ccccc1F (stereo unspecified)	3	1	12	6	-3	2.0	0.0	1	-6	2	-5
CN1CCC(CC(C(=O)N2CCCC2)(c2ccccc2)c2ccccc2)C1 (stereo unspecified)	/	-19	-7	-5	0	13	-0.2	2	-6	-6	-1
Cc1csc(=Nc2cccnc2)n1CC1CCCCC1	2	-9	7	0	-4	0.3	0.2	/	-5	5	3
O=C(OCC(=O)N1CCN(c2ccccc2)CC1)c1cccc(Cl)c1	-1	-10	9	-3	-5	-4.4	0.2	4	-6	-1	-7

4 entries from above, with bars between the fields.
compound | NR2E3 ag-1 | NR2E3 ag-2 | HIF-2a inh | MITF TRPM1 inh | Granule exo inh | iPSC survival up | aDG glyco up | Vif imaging | CaV13 ICDI inh | Peg3 prom inh | PDI turbidity
Cc1ccccc1NC(=S)N1CCCC(c2nc3ccccc3[nH]2)C1 (stereo unspecified) | -2 | 1 | 17 | 3 | -4 | 0.4 | 0.3 | -1 | -3 | 7 | -6
CC1CCN(C(=O)COc2coc(CN3CCc4ccccc43)cc2=O)CC1 | -1 | 24 | 13 | 9 | -4 | -0.3 | 0.2 | 13 | -4 | 16 | -9
Cn1cc(S(=O)(=O)N2CCN(Cc3ccccc3)CC2)c(=O)n(C)c1=O | 2 | 30 | 14 | / | -3 | 4.4 | 1.1 | 26 | -3 | 5 | /
Cc1csc(=Nc2cccnc2)n1CC1CCCCC1 | 2 | -9 | 7 | 0 | -4 | 0.3 | 0.2 | / | -5 | 5 | 3

High-throughput results (PubChem BioAssay)
